From PubChem
ZTA DNA inh = counter-screen for EBNA-1 inhibitors: inhibitors of Epstein-Barr virus ZTA. ZTA-DNA binding, fluorescence polarization. AID 2234. 0.15% of 320,000 active. P03206. inhibition, % at 11 µM; in the data active means inhibition above about 33%
Target sequence (P03206 whole entry, looked up): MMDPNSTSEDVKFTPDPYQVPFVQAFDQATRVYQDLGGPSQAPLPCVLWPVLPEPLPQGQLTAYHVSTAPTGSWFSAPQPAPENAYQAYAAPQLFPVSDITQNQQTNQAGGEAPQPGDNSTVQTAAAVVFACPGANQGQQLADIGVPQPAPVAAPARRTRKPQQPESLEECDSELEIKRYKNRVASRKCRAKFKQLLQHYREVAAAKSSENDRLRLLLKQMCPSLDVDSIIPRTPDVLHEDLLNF
PREPL inhibitor = inhibits the human prolyl oligopeptidase-like enzyme. Q4J6C6. recombinant PREPL, fluorescence polarization activity-based probe. inhibition, % at 5.96 µM. 0.68% of 320,000 active; in the data active means inhibition above about 43%;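 further: 0% = enzyme with DMSO and 100% = wells lacking enzyme; many of its hits are not listed in these tables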
Fh CTSL1 inh = counter-screen for PFM18AAP inhibitors: inhibitors of F. hepatica cathepsin L1; recombinant F. hepatica cathepsin L1, Z-Leu-Arg-MCA fluorescence; inhibition, % at 5.96 µM; 0.49% of 300,000 active; AID 1906;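 active means inhibition above the mean of all tested compounds plus 3 SD, set per screening campaign, cut at about 17% in these data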;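 further: 0% = plate median of test compound wells and 100% = 1 µM Z-Phe-Ala-diazomethylketone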
PP1 inh = counter-screen for PP5 inhibitors: inhibitors of human PP1-alpha; P62136; purified PP1alpha, OMFP fluorescence; inhibition, % at 6.7 µM; 0.9% of 320,000 active; AID 2235;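 active means inhibition above the mean inhibition of all tested compounds plus 3 SD, computed separately for each screening campaign, cut at about 15% in these data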
Target sequence (P62136 whole entry, looked up): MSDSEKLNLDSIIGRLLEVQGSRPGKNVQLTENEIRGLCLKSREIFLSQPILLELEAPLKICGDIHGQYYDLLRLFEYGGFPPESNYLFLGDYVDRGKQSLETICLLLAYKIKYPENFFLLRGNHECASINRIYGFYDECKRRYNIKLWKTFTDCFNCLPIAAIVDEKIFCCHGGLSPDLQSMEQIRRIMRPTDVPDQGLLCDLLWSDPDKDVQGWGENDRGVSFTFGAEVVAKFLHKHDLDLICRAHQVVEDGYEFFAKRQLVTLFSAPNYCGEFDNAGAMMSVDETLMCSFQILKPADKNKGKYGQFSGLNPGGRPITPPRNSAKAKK
HCV core dimer = HCV core protein dimerization inhibition | inhibition, % at 5 µM | 0.33% of 300,000 active | TR-FRET GST/Flag-core106 dimerization, 1536-well | AID 1899;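 active means inhibition above the mean of all tested compounds plus 3 SD, set per screening campaign, cut at about 45% in these data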
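Material: Tagged HCV core106 pair (GST and Flag) | Amount: GST-core106 13.5 nM, Flag-core106 17 nM | Medium: KF-containing HEPES buffer, pH 7.45, DTT, CHAPS, BSA | Reagent: Eu donor and XL665 acceptor anti-tag antibodies | Schedule: 4 h at 22.5 °C | Technique: Time-resolved FRET, ex 340 nm, em 617 and 671 nm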
Efflux pump inh = inhibitors of Candida antifungal efflux pumps expressed in yeast. S. cerevisiae Candida pump triplex, Nile Red efflux. inhibition, % at 10 µM. 0.44% of 330,000 active. AID 485275;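 active means plate passing quality check with inhibition over a set limit, or well fluorescence over plate mean plus 4 SD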;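 further: Nile Red retained in pooled yeast measured as flow cytometry median fluorescence; 0% = buffer negative control and 100% = Enniatin B positive control; higher means more Nile Red kept so more efflux inhibition; some compounds called inactive have numbers as strong as hits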
PP5 primary = PP5 (human) phosphatase inhibition | P53041 | purified PP5c, OMFP substrate fluorescence | inhibition, % at 6.7 µM | 0.18% of 320,000 active | AID 1987;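 active means inhibition above the campaign's mean inhibition across all tested compounds plus 3 SD, cut at about 9.5% in these data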;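 further: 0% = DMSO only and 100% = 100 µM cantharidin control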
Target sequence (P53041 whole entry, looked up): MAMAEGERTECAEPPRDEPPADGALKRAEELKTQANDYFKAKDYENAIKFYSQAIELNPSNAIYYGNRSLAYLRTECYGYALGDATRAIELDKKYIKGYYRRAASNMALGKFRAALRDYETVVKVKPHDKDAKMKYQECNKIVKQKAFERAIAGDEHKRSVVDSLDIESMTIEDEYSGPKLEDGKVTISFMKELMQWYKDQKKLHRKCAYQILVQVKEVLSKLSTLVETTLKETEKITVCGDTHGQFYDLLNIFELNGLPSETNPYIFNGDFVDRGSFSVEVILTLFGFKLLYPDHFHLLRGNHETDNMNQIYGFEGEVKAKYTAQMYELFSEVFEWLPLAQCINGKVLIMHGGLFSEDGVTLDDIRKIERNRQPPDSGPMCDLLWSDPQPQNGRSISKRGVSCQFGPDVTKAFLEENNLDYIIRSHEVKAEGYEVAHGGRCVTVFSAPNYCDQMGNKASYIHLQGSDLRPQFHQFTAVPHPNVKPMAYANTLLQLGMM
TPT1 inhibitor = C. albicans TPT1 enzyme inhibition; recombinant caTPT1, FP RNA substrate dephosphorylation; inhibition, % at 5 µM; 0.81% of 300,000 active; AID 1962;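 active means inhibition above the mean of all tested compounds plus 3 SD, set per screening campaign, cut at about 24% in these data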;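 further: plate controls were DMSO alone for no effect and ferristatin control at 100 nM for full effect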
EBNA-1 inhibitor = blocks EBNA-1 binding to DNA. 0.34% of 300,000 active. inhibition, % at 14.8 µM. EBNA-1 DNA binding, fluorescence polarization; in the data active means inhibition above about 28%
Numbers without * were called inactive; . = no result given. These rows are one share of the data; rates above refer to the full screens.

SMILES	ZTA DNA inh	PREPL inhibitor	Fh CTSL1 inh	PP1 inh	HCV core dimer	Efflux pump inh	PP5 primary	TPT1 inhibitor	EBNA-1 inhibitor
Cc1ccc(NC(=O)CS(=O)CC(=O)N(CC(=O)NC(C)(C)C)c2cccc(C)c2C)cc1 (centres undefined)	11	23	4	3	-2	0.1	3.0	-2	-13
COC(=O)c1ccc(C2C(C#N)=C(N)Oc3cc(C)n(C)c(=O)c32)cc1 (centres undefined)	-16	2	-1	-2	-3	0.0	3.2	2	3
O=C1SC(SCc2ccccc2)=N/C1=C\c1ccc(C(=O)O)cc1	11	6	1	-7	7	0.0	-1.4	3	13
CN(C(=O)C1CCN(S(=O)(=O)c2ccccc2)CC1)c1c(N)n(Cc2ccccc2)c(=O)[nH]c1=O	-22	13	8	-5	-3	-0.2	0.0	0	-12
O=C(Nc1cccc(-c2csc(Nc3ccccc3)n2)c1)c1ccccc1	11	23	3	1	3	-0.2	4.8	-4	12
CN(Cc1ccco1)c1ncnc2ccc(-c3ccoc3)cc12	3	16	.	-1	.	0.2	-0.1	.	.
COC(=O)[C@H](C)NC(=O)/C=C/c1ccc(OC)cc1	-6	1	-2	-4	-2	0.0	1.0	-2	-15
Cc1ccc(C)c(N2CCN(C(=O)CN(C)S(=O)(=O)c3ccc4c(c3)CCC(=O)N4)CC2)c1	-12	13	-2	0	0	0.7	3.5	4	-9
C/C(=N\Nc1ncc(Cl)cc1Cl)c1ccc(S(=O)(=O)NCc2ccco2)cc1	-10	3	3	2	4	-0.8	3.7	2	-3
Cc1ccc(/C=N/NC(=O)CN2CCN(Cc3ccccc3)CC2)o1	-2	4	-1	-2	-1	0.0	-1.2	-1	0
COC(=O)C1(Cc2cc(-c3ccc(Cl)cc3)no2)CCN(C(=O)OC(C)(C)C)CC1	1	14	0	3	-5	0.1	2.8	7	12
CC(C)CC(=O)NC(=S)Nc1ccc(CN2CCOCC2)cc1	-6	-8	3	-7	2	0.1	-2.3	0	3
O=C(NCc1ccccc1)c1ccc(Cl)cc1[N+](=O)[O-]	3	6	3	-3	-8	0.2	-1.5	-1	3
Cc1nnc(NC(=O)C2CCCN2C(=O)Nc2ccccc2)s1 (centres undefined)	11	3	1	0	-4	0.0	-0.2	0	3
CN1C(=O)N(C)C2CC1N(C)C(=O)N2C	7	7	0	-3	-4	-0.2	-0.4	5	7
NC(=O)N1CC(O)CC1C(=O)Nc1ccc(Cl)c(Cl)c1 (centres undefined)	-11	5	2	-4	-4	0.1	1.0	-3	-11
O=C(COc1ccc(-n2ccnc2)cc1)Nc1cccc(F)c1	4	-12	-2	-1	1	0.0	-1.5	1	6
CSc1nc(-c2ccccc2)nc2c1COC(C)(C)C2	-2	0	-1	0	-12	-0.1	1.2	-6	-5
CCCNC(=O)CN1C(=O)COc2ccc(S(=O)(=O)N3CC(C)CC(C)C3)cc21 (centres undefined)	-16	12	10	-6	-13	0.1	3.9	5	-3
Cc1nn(C)cc1CNC(=O)Nc1ccc(Cl)c(Cl)c1	-7	5	-1	-4	-3	0.1	2.7	5	5
Cn1cc(P(=O)(N2CCOCC2)N2CCOCC2)cc1P(=S)(N1CCOCC1)N1CCOCC1	-6	3	2	-1	-2	0.1	-1.6	-4	-6
COC(=O)c1ccc(NC(=O)CSc2nnc(Cc3cccn3C)n2-c2ccc(F)cc2)cc1	11	0	6	-4	0	0.1	-2.0	1	8
COc1cc(/C=N/NC(=O)c2cc(-c3ccccc3)sc2N)cc(OC)c1OC	-3	31	4	0	-15	-0.1	2.0	-1	-8
Cc1ccc(-c2c(NC(=O)c3ccco3)oc3ccccc3c2=O)cc1	6	9	-3	1	2	-0.1	-1.8	2	-14
CCCN1C(=O)c2ccccc2NC1c1ccc(OC)cc1OC (centres undefined)	-2	5	-7	-1	3	0.0	0.6	2	-14
Next part
SMILES	ZTA DNA inh	PREPL inhibitor	Fh CTSL1 inh	PP1 inh	HCV core dimer	Efflux pump inh	PP5 primary	TPT1 inhibitor	EBNA-1 inhibitor
CN(C)S(=O)(=O)n1ccnc1	1	0	5	-5	-1	-0.2	-0.9	-2	4
O=C(NNC(=S)Nc1ccc(Br)cc1)c1cccnc1	2	-3	1	5	-7	-0.4	1.3	-8	9
CCOc1ccc(CCNS(=O)(=O)c2ccc3c(c2)NC(=O)CC(=O)N3)cc1OCC	13	-1	-2	1	0	0.0	-2.8	-2	-1
CC(C)(C)C(=O)/C(C#N)=C/c1ccc(O)cc1	2	5	0	-6	-2	0.0	-0.1	-3	3
CC1CC(C)CN(C(=O)CSc2ccsc2[N+](=O)[O-])C1 (centres undefined)	1	16	9	4	-7	0.2	2.0	0	-9
Cc1ccc2cn[nH]c2c1[N+](=O)[O-]	-7	1	1	-2	1	0.1	0.6	-2	-15
Oc1ccc(CNC2CCCCC2)cc1	2	10	-2	-11	-8	0.0	-3.1	1	1
O=C(O)Cn1c(=O)c(-c2ccccc2)nc2ccccc21	6	4	2	-4	-5	0.3	-0.5	5	-9
CN1CC=C2C(C#N)=C(N)C(C#N)(C#N)C(c3cccc(Cl)c3Cl)C2C1 (centres undefined)	5	5	0	-4	3	0.0	4.6	-18	-5
CN(C(=O)COC(=O)/C=C/c1ccccc1[N+](=O)[O-])c1ccccc1	-4	0	-18	-3	0	0.2	2.4	2	-4
COc1ccc2c(c1)c1nc3ccccc3nc1n2CC(=O)OC(C)C	11	6	2	0	0	0.0	-3.9	-21	12
CN1C(=O)c2cccc(NCCCN3C(=O)c4ccccc4C3=O)c2C1=O	4	7	-2	-9	0	-0.1	-1.1	-12	21
O=C(NC1CC1)C1=C[C@@H](c2coc3ccccc3c2=O)C[C@@H](OCCCCO)O1	0	-4	0	-2	8	-0.1	1.0	-1	7
Cc1nnc2ccc(-c3cccc(NS(=O)(=O)c4ccccc4Cl)c3)nn12	-9	16	-2	0	-3	-0.1	-0.8	0	13
OCC[C@H]1C[C@@H](O)[C@H](O)[C@]2(Cc3ccccc3CO2)O1	9	14	-4	-1	-15	0.2	1.4	3	6
C/C(=N\NC(=O)c1nnn(-c2nonc2N)c1CN(C)c1ccccc1)c1cccc(O)c1	-22	14	-1	2	-3	0.1	3.5	-3	1
Cc1cc(C)n2nc(C(=O)N/N=C/c3ccccc3C)nc2n1	-1	15	2	-5	0	0.3	0.8	-1	-10
O=C(Nc1nncs1)c1ccc(N2C(=O)C3C4C=CC(C4)C3C2=O)cc1 (centres undefined)	0	22	4	4	-5	-0.2	-1.6	-2	1
Cc1c(N2C(=O)c3ccc(Br)cc3C2=O)c(=O)n(-c2ccccc2)n1C	2	-5	0	-4	-3	0.1	2.1	-1	-14
CC(C)NC(=O)Cn1c(=O)c2c(ncn2Cc2ccccc2)n(Cc2ccccc2)c1=O	-5	0	-4	-4	4	-0.2	2.9	0	-8
O=C(CCNS(=O)(=O)c1ccc(Br)cc1)NC1CCC(O)CC1 (centres undefined)	5	4	.	-1	.	-0.1	-0.2	.	.
O=C(/C=C/c1cccnc1)c1ccccc1O	-28	-8	1	1	-11	0.0	-0.6	-1	-8
CCCNC(=O)CN(c1cccc(F)c1)S(C)(=O)=O	-14	7	0	-1	-9	0.1	1.0	-6	8
Cc1nn(-c2ccc(F)cc2)c(Cl)c1/C=N/NC(=O)c1cccs1	-9	-7	-2	1	0	0.0	-1.0	-2	-3
CCSc1nnc(NC(=O)CCNS(=O)(=O)c2cc(Br)cnc2N)s1	3	5	2	3	-1	0.5	0.5	4	-1
Other entries follow:
SMILES	ZTA DNA inh	PREPL inhibitor	Fh CTSL1 inh	PP1 inh	HCV core dimer	Efflux pump inh	PP5 primary	TPT1 inhibitor	EBNA-1 inhibitor
COc1cc(C(=O)C(=O)c2ccc(O)c(OC)c2)ccc1O	-15	-7	3	-3	-3	0.1	1.6	-1	-7
Cc1ccc(-n2ncc3ccccc3c2=O)cc1Cl	21	6	2	-2	1	0.1	0.2	0	16
Cc1cc(=O)n(C)c(=O)n1CCCCCCOc1cccc([N+](=O)[O-])c1	-9	9	1	1	4	0.1	0.4	0	16
CC1=C(C(=O)OC(C)C)C(c2ccccn2)n2ncnc2N1 (centres undefined)	-15	8	0	2	-11	-0.1	1.6	1	15
CC(C(=O)NCc1ccco1)n1ccc2cc(S(=O)(=O)N3CCCCC3)ccc21 (centres undefined)	18	30	8	2	-9	0.4	1.6	-6	8
Cc1ccc(C)c(CN2C(=O)COc3ccc(C(=O)c4ccccc4C(=O)O)cc32)c1	13	10	3	4	15	0.1	3.6	-1	-6
COC(=O)c1c(C)oc(C)c1S(=O)(=O)NCc1ccco1	8	-7	-2	-5	1	0.0	-1.0	-2	4
Cc1cc(Cl)ccc1NC(=O)CN1C(=O)C(=O)N(C2CCCC2)C1=O	-4	-18	.	0	.	0.1	4.8	.	.
N#Cc1cnn(-c2nc3sc4c(c3c(=O)[nH]2)CCCC4)c1N	5	11	-3	-1	1	0.1	2.5	-4	-22
CCOc1cc(N2CCOCC2)c(OCC)cc1NC(=O)CN1CCC(Cc2ccccc2)CC1	-9	13	4	-8	0	0.2	3.3	2	-2
O=C(Cc1cccs1)NCc1ccco1	1	9	2	0	1	0.0	-1.5	-2	-15
N#C/C(=C1/CCCCCN1)c1nc2ccccc2[nH]1	-2	13	0	3	-7	0.2	4.5	5	-3
Cc1ccc(OC(=O)c2cccc(C(=O)Oc3ccc(C)cc3)n2)cc1	-1	-5	-1	-3	-3	0.1	0.8	-3	-2
CCOC(=O)C1(Cc2cccc(OC)c2)CCN(CC2CC=CCC2)CC1 (centres undefined)	26	-2	0	0	-1	-0.2	1.4	-4	4
O=C(CSCc1ccc(Br)cc1)NCc1ccccn1	-6	-1	-2	-5	-4	0.0	0.2	0	7
COC(=O)C1C(=O)C=C(N2CCOCC2)CC1(C)C (centres undefined)	9	-10	2	-3	0	0.0	2.9	3	-3
O=C(CSc1nc2nc3c(cc2c(=O)n1-c1ccccc1)CCCC3)Nc1ccccc1	-23	8	2	3	4	-0.2	-0.5	4	-10
CN1CCN(c2ccc(C(=O)c3ccccc3)cc2[N+](=O)[O-])CC1	-16	9	3	-1	-6	-0.6	-0.4	0	8
Cn1nnnc1SCC(=O)Nc1ccc(Cl)c(S(=O)(=O)N2CCOCC2)c1	-7	-4	-3	2	-4	-0.1	0.7	-1	4
COc1ccc(CNC(=O)C2CCCN(C(=O)Nc3ccc(OC)cc3)C2)cc1 (centres undefined)	-11	5	-2	3	-18	-0.4	0.2	-1	-5
Cc1cc2nc(CCN(Cc3cccnc3)C(=S)Nc3ccc(F)cc3)[nH]c2cc1C	-15	2	6	2	-11	0.0	2.7	-1	8
CC(=O)Nc1ccc(S(=O)(=O)N2CCC(N(C)CCC(C)C)CC2)cc1	1	-1	1	-4	1	0.0	0.0	-2	6
Cn1c(CCCNC(=O)c2cccs2)nc2ccccc21	-6	18	0	-4	-2	-0.1	-0.4	0	-3
CCOC(=O)NC(=O)/C(N=Nc1ccc(C(F)(F)F)cc1)=C(\C)O	-15	16	2	-2	2	0.0	-1.0	-2	1
COc1ccc(N2CCN(/C(=N\S(=O)(=O)c3ccc(C)cc3)Nc3nc(C)cc(C)n3)CC2)cc1	-7	21	0	0	-9	0.0	-1.4	0	1
COc1ccc(NC(=O)c2nnn(CC(=O)Nc3ccc4c(c3)OCO4)c2N)c(OC)c1	1	4	0	1	7	-0.1	2.0	3	-14

Some entries already given, reduced to Fh CTSL1 inh, PP1 inh and PP5 primary.
Compound	Fh CTSL1 inh	PP1 inh	PP5 primary
COc1cc(C(=O)C(=O)c2ccc(O)c(OC)c2)ccc1O	3	-3	1.6
Cc1ccc(-n2ncc3ccccc3c2=O)cc1Cl	2	-2	0.2
CC(C(=O)NCc1ccco1)n1ccc2cc(S(=O)(=O)N3CCCCC3)ccc21 (centres undefined)	8	2	1.6
